V-ATPase pH – yeast V-ATPase proton transport regulation by pHLuorin; S. cerevisiae, pHLuorin cytosolic pH fluorescence; response, % at 10 µM; actives 0.37% (n = 350,000); AID 504577; in the data active means response mostly above about 7.3%, no sharp cut-off; inactive means mostly below about 5.4%; further: actives read high; inactives centre near 0; some compounds called inactive have numbers as strong as hits; reference of the scale not given here
CDK5 p35 inh – inhibitors of human CDK5/p35 kinase; Q00535+Q15078; Recombinant CDK5/p35, ADP-Glo luminescence, 60 min; inhibition, % at 10 µM; actives 0.01% (n = 330,000); AID 488839;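 active means highest replicate inhibition of at least 50% and at least 75% of replicates reaching 50%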;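 further: plate controls were DMSO neutral control for no effect and GW8510 at 10 µM for full effect; many of its hits are not listed in these tables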
Target sequence (Q00535 whole entry, looked up): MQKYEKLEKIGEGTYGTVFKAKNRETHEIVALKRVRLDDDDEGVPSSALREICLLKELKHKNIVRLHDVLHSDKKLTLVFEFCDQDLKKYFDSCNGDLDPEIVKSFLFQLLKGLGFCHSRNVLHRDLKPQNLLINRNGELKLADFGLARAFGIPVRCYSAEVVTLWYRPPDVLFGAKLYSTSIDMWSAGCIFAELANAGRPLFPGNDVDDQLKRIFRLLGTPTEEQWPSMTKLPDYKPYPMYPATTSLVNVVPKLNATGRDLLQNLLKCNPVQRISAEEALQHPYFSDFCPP
Target sequence (Q15078 whole entry, looked up): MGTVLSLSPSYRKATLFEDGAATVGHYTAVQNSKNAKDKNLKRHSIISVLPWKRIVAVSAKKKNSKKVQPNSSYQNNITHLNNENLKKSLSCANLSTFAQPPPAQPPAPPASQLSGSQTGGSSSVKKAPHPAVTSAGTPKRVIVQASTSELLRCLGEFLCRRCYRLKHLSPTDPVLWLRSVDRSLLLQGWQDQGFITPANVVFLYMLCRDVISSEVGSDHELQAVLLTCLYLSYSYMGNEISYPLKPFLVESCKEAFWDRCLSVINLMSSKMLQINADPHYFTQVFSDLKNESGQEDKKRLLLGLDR
PvdQ acylase – blocks Pseudomonas aeruginosa PvdQ acylase activity; purified PvdQ acylase, fluorescence plate reader; inhibition, % at 10 µM; actives 0.063% (n = 340,000); AID 488965; in the data active means inhibition above about 30%, passing the limit was not always enough;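 further: 0% = vehicle neutral wells and 100% = reference inhibitor wells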
HTR5A ag ctr – activates human HTR5A in OPRM1-OPRD1 agonist counter-screen; activation, % at 9.3 µM; AID 504692; actives 0.61% (n = 340,000); HTR5A agonist assay, luminescence, cell-based; in the data active means activation mostly above about 9.5%, no sharp cut-off; inactive means mostly below about 7.6%;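 further: 0% = cells with vehicle only and 100% = reference agonist; strong numbers were not always called active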
SR-BI HDL uptake – mouse SR-BI HDL lipid transfer inhibition. Q61009. ldlA[mSR-BI] CHO cells, DiI-HDL uptake fluorescence, 3 h. inhibition, % at 12.5 µM. actives 0.96% (n = 320,000);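 active means mean replicate inhibition of at least 70% and a set share of replicates each scoring 70 or more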;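 further: 0% = median of neutral control wells and 100% = median of positive control wells; values of inactives mirror those of a sister screen read the other way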
Target sequence (Q61009 whole entry, looked up): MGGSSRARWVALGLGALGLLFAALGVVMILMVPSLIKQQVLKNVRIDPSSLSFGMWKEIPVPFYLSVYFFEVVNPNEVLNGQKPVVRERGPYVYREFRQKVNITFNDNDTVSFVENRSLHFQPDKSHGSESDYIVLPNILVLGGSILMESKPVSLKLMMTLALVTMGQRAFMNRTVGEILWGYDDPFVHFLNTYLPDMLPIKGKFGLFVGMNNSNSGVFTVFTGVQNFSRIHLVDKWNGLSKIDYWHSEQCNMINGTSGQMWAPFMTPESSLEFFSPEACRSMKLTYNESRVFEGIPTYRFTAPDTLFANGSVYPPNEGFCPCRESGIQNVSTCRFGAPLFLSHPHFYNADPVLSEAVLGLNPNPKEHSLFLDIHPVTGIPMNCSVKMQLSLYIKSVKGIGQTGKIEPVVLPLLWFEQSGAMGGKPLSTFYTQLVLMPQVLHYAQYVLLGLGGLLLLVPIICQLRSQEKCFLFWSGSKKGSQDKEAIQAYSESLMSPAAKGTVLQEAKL
dFosB activator – mouse delta FosB homodimer activation; AID 493131; purified delta FosB, TAMRA-CDK5 oligo fluorescence polarization; percent of positive-control signal above neutral wells; P13346; actives 0.99% (n = 340,000); activation, % at 25 µM;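 active means mean activation above about 17%, with every replicate also reaching it, limit read from the data, passing the limit was not always enough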;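 further: fluorescence polarization rise as delta FosB binds a TAMRA Cdk5 AP-1 oligo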
MITF act – MITF TRPM1 promoter activation in melanoma cells; actives 0.75% (n = 300,000); activation, % at 12.5 µM; SK-MEL-5 TRPM1-promoter luciferase, 24 h; % of positive control, neutral wells = 0;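 active means mean activation of at least 80% with every replicate also reaching 80%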;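 further: 0% = neutral control wells and 100% = parthenolide positive control wells; values of inactives mirror those of a sister screen read the other way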
HTR5A inv ag – inverse agonist of human HTR5A in OPRM1-OPRD1 counter-screen | P47898 | HTR5A cell line, luminescence, inverse agonism | inhibition, % at 9.3 µM | actives 0.083% (n = 340,000) | AID 504634; in the data active means inhibition mostly above about 23%, no sharp cut-off; inactive means mostly below about 18%;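 further: 0% = cells with DMSO and 100% = no-cell wells with DMSO; some compounds called inactive have numbers as strong as hits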
Wnt bcat act – Wnt/beta-catenin pathway activation; Wnt/beta-catenin reporter cell assay, activator, plate reader; activation, % at 9.35 µM; AID 743398; actives 1.2% (n = 300,000); in the data active means activation above about 30%, passing the limit was not always enough;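 further: 0% = neutral control wells and 100% = positive control wells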
NSD2 inh – blocks human histone methyltransferase NSD2; inhibition, % at 12.5 µM; NSD2 peptide methylation, AlphaScreen, 120 min; actives 0.54% (n = 310,000); in the data active means inhibition above about 50%
An asterisk follows results filed as active; nt = not tested or not shown.

SMILES	V-ATPase pH	CDK5 p35 inh	PvdQ acylase	HTR5A ag ctr	SR-BI HDL uptake	dFosB activator	MITF act	HTR5A inv ag	Wnt bcat act	NSD2 inh
Cc1cccc(NC(=O)C2CCCN(C(=O)Nc3ccccc3)C2)c1C (stereo not drawn)	0	-0.2	-26	-1	-10	-3	3	3	-2	-4
O=C(c1cc2ccccc2o1)N1CCN(C/C=C/c2ccccc2)CC1	-4	-0.8	4	2	-20	-12	0	-18	5	2
Cc1ccc(C2=NOC(C)(c3nnc(Cc4ccccc4)o3)C2)cc1 (stereo not drawn)	-4	-1.4	1	4	-3	-5	9	22	0	nt
O=C(Cc1ccsc1)NCc1ccccc1F	-1	1.9	-1	1	4	-2	4	-3	3	-2
CCOc1ccc(N(C(=O)/C=C/C(=O)Nc2cc(C)on2)C(C(=O)NC2CCCC2)c2ccccc2C)cc1 (stereo not drawn)	7	2.0	-12	-4	-15	-29	-23	2	-8	6
NC(=S)N/N=C/c1ccccc1	0	2.1	-2	3	-7	4	-7	-9	0	33
CCOC(=O)C1(CCOC)CCN(Cc2nc(C(C)C)cs2)CC1	0	-0.2	3	-5	-9	-2	8	-3	3	3
O=C(CCc1nc(-c2ccccc2Cl)no1)Nc1cccnc1	2	0.2	-15	2	-5	-9	-7	-4	0	-2
Cc1ccc(C)c(NC(=O)CN(C)C(=O)c2cc3ccccc3oc2=O)c1	-3	2.3	-17	2	24	-10	32	-1	15	-1
COCCn1c(=O)c2c(nc3n2CC(C)CN3Cc2ccccc2)n(C)c1=O (stereo not drawn)	-1	-1.3	6	-1	0	-8	8	6	1	0
COc1cccc(-c2csc(N3CCN(C(=O)Nc4ccc(F)cc4)CC3)n2)c1	0	0.9	7	-2	29	-12	-2	2	3	-2
Cc1ccc(N2CCN(S(=O)(=O)N3CCCCC3)CC2)cc1C	11*	-0.3	-4	0	2	-12	0	1	-2	3
CCOc1ccc(CC2c3cc(OCC)c(OCC)cc3CCN2C(=O)c2cc(OC)c(OC)c(OC)c2)cc1OCC (stereo not drawn)	0	0.0	-13	12	-16	-2	0	0	5	-4
COCCN1C(=O)N[C@@H](c2cccc(C(F)(F)F)c2)[C@H](C(C)=O)[C@H]1C	-2	0.2	-7	-2	-36	-5	-4	6	-2	nt
COc1ccc(NC(=O)COC(=O)c2ccc3c(c2)OCO3)c(OC)c1	-1	1.1	4	0	-21	-6	11	0	-2	-1
COc1ccc(NC(=O)CSc2nc3ccccc3nc2N2CCOCC2)c(OC)c1	3	-0.7	2	7	13	-13	nt	-8	-2	nt
Cc1ccc2nc(-c3cccc(N)c3)oc2c1	-2	1.7	4	0	8	-2	-9	6	10	0
CC(=O)Nc1ccc(C(=O)COC(=O)Cc2ccsc2)c(F)c1	1	1.7	-15	2	1	-3	11	-7	-3	0
Cc1ccc([N+](=O)[O-])cc1S(=O)(=O)NCCc1c(C)[nH]c2ccccc12	2	-6.5	-27	-2	-6	-4	1	5	nt	3
CCOC(=O)C1CCN(C(=O)c2cc(-c3ccncc3)nc3ccccc23)CC1	1	0.6	16	2	-13	1	-7	-4	-3	1
COc1cccc(C(=O)Nc2ccc(C(=O)NCC3CCCO3)cc2)c1 (stereo not drawn)	-2	6.2	-8	-7	-2	-3	nt	0	2	-2
O=c1c2ccccc2c(/C=N/NS(=O)(=O)c2ccccc2)c(O)n1-c1ccccn1	-2	1.1	11	6	-15	-8	-3	-2	0	-2
Cc1ccc(S(=O)(=O)N(C)C)cc1NC(=O)COC(=O)c1ccc2c(c1)NC(=O)CS2	-1	-0.1	-11	-1	nt	1	14	0	-3	1
O=C(O)c1cccc2sc3cc(Cl)ccc3c(=O)c12	0	0.2	-11	1	-18	-7	-5	1	1	nt
CCc1cc(=O)oc2cc(OCc3ccc(C(=O)O)o3)ccc12	-1	0.5	-11	-1	-44	-7	1	3	8	18
O=C(N/N=C/c1cccnc1)c1cc(-c2ccc(Br)cc2)nc2ccccc12	-1	0.3	7	3	65	-13	-14	-10	0	1
CCC1C=C(c2ccccc2)C=CN=C1N(CC)CC (stereo not drawn)	-2	1.5	-2	-3	-23	2	6	14	-1	10
Cc1cccc(C)c1NC(=O)NNC(=O)c1cc(C(C)(C)C)nn1Cc1ccccc1	-4	0.7	8	-6	-5	-3	-6	-13	-4	-1
Cc1ccc(N2CC(NS(=O)(=O)c3cccnc3)CC2=O)cc1 (stereo not drawn)	-1	5.3	8	1	0	2	-4	-2	-6	-1
CC(C)Cn1cnc2c(Sc3c([N+](=O)[O-])ncn3C)nc(N)nc21	0	-0.5	3	-5	-6	3	-11	20	1	3
CCOC(=O)c1sc(NC(=O)C2CC(=O)N(c3ccccc3C)C2)nc1C (stereo not drawn)	0	-0.3	-16	-3	nt	-15	1	8	-3	2
O=C1NC(=O)N(Cc2ccccc2)CC1Br (stereo not drawn)	2	-0.9	-14	-3	-10	-5	-10	11	-3	-2
O=C(c1cccc(F)c1)N1CCN(C(=O)C(c2ccccc2)c2ccccc2)CC1	-4	0.8	6	-1	nt	-6	-12	3	-1	1
CCCCN(C(=O)c1cc(Cl)nc2ccccc12)c1c(N)n(CCCC)c(=O)[nH]c1=O	-6	0.5	9	-7	-9	2	1	17	-3	-3
C=CCOc1c(Cl)cc(/C=N/O)cc1OC	2	1.4	-4	1	3	1	6	-2	-1	nt
O=S(=O)(c1cccc(C(F)(F)F)c1)c1ccc(O)cn1	-4	-2.0	-11	4	-7	-3	14	14	4	9
N/C(=N/OS(=O)(=O)c1ccc([N+](=O)[O-])cc1)c1ccncc1	-1	-0.4	-10	-2	-6	-5	-2	13	-1	2
Cc1ccc(NC(=O)c2cccc3cccnc23)cc1	2	-2.6	-5	1	10	-12	9	-2	25	-2
O=C(NCc1ccccn1)Nc1ccccc1C(F)(F)F	2	-0.6	4	5	-3	-1	3	-12	-1	0
CS(=O)(=O)N1N=C(c2cccs2)CC1c1ccccc1O (stereo not drawn)	1	1.1	-12	-2	-6	-2	-1	4	-1	-4

Reformatted with values under each structure: 2 of the compounds above
Values run as follows: V-ATPase pH, CDK5 p35 inh, PvdQ acylase, HTR5A ag ctr, SR-BI HDL uptake, dFosB activator, MITF act, HTR5A inv ag, Wnt bcat act, NSD2 inh
CCCCN(C(=O)c1cc(Cl)nc2ccccc12)c1c(N)n(CCCC)c(=O)[nH]c1=O
 : -6, 0.5, 9, -7, -9, 2, 1, 17, -3, -3
O=C(NCc1ccccn1)Nc1ccccc1C(F)(F)F
 : 2, -0.6, 4, 5, -3, -1, 3, -12, -1, 0

Continuation.
SMILES	V-ATPase pH	CDK5 p35 inh	PvdQ acylase	HTR5A ag ctr	SR-BI HDL uptake	dFosB activator	MITF act	HTR5A inv ag	Wnt bcat act	NSD2 inh
CN(CC(=O)Nc1ccc(F)cc1)C(=O)Cn1nnc(-c2ccccc2)n1	-2	-2.5	-9	5	-2	3	-3	-14	-1	-6
CCCCOCC1CC(CC#CCN2CCCCC2)C(=O)O1 (stereo not drawn)	-3	0.2	-3	0	-10	-5	-7	1	-23	3
CN(Cc1ccc(F)cc1)C(=O)c1ccc(NS(=O)(=O)c2ccccc2)cc1	1	0.5	-14	1	3	-8	9	-2	-3	-1
Cc1ccc(S(=O)(=O)CCC(=O)Nc2ccccc2N2CCCC2)cc1	0	-0.3	-3	4	0	6	-3	-11	-2	0
Cc1ccc2c(c1)N(CC(=O)NCC1CCCO1)C(=O)C(C)O2 (stereo not drawn)	1	-0.2	-13	6	-28	-6	-3	2	-5	-4
O=c1oc2cc(O)c(Cl)cc2c2ccccc12	2	1.1	13	9	1	7	-19	18	nt	-1
CCCC1(c2ccccc2)NC(=O)N(CC(=O)Nc2cc(C)on2)C1=O (stereo not drawn)	0	0.3	-12	3	-10	4	2	-8	-1	-5
COC(=O)c1cn(CC(=O)Nc2ccc(F)cc2)c2ccccc12	-5	0.8	-3	0	11	4	4	0	-3	-2
CCCCOP(=O)(c1ccc(N(C)C)cc1)C(O)c1cc(OC)ccc1OC (stereo not drawn)	-2	-1.0	-7	3	-16	-14	nt	-10	4	2
COc1cc(Cl)ccc1OCc1cc(C(=O)N2CC[C@@H]3CCCC[C@H]3C2)no1	0	-2.2	-19	0	6	-10	69	14	18	-13
Cn1cccc1CC(=O)NNC(=S)Nc1ccc(Cl)cc1Cl	16*	-1.1	-14	-1	-15	-11	5	3	0	-1
C=CC(=O)N1c2ccccc2Sc2ccc(NC(=O)OCC)cc21	-3	0.6	-7	0	nt	-6	-25	-5	nt	-4
CCC(C(=O)N1CCN(C(=O)c2ccco2)CC1)n1sc2ccccc2c1=O (stereo not drawn)	-1	1.2	-8	6	6	-9	5	-15	-1	0
CNc1cc(C)nc(N2CCOCC2)n1	-2	1.1	-10	-4	-21	2	nt	6	5	-3
CCOc1ccc(NC(=O)CSc2nc3cccnc3n2CCOC)cc1	-1	-0.2	-13	1	22	-9	-1	13	nt	nt
CCOC(=O)N1CCC(NC(=O)C2CCN(C(=O)N3CCOc4ccccc43)CC2)CC1	-3	-0.1	-2	2	-10	-1	-7	-1	0	9
N#Cc1ccc(CN2C=NS(=O)(=O)c3ccccc32)cc1	-4	0.3	-3	0	-10	9	4	1	2	-4
Cc1ccc(NC2=NCCCCC2)cc1C	nt	-1.3	-12	-3	-8	-5	nt	-4	nt	0
COc1cccc(CSc2nc3ccccc3[nH]2)c1	5	0.3	-11	1	-29	-1	74	-11	59*	-3
Cc1ccc(C(=O)NC(Cc2cccc(F)c2)C(=O)O)cc1 (stereo not drawn)	2	4.6	10	-3	-15	3	6	9	-2	nt

Just HTR5A inv ag and PvdQ acylase (2 entries from above):
molecule	HTR5A inv ag	PvdQ acylase
CCCCOCC1CC(CC#CCN2CCCCC2)C(=O)O1 (stereo not drawn)	1	-3
CN(Cc1ccc(F)cc1)C(=O)c1ccc(NS(=O)(=O)c2ccccc2)cc1	-2	-14

(next part)
SMILES	V-ATPase pH	CDK5 p35 inh	PvdQ acylase	HTR5A ag ctr	SR-BI HDL uptake	dFosB activator	MITF act	HTR5A inv ag	Wnt bcat act	NSD2 inh
CCn1cc(C(=O)NC2CCCCC2)c(=O)c2cc(S(=O)(=O)N(C)C)ccc21	-2	-2.0	-7	-1	-16	-1	3	3	-1	nt
O=C(Nc1ccon1)c1cccc(S(=O)(=O)N2CCCC2)c1	3	-4.3	-18	3	-16	-7	-5	7	nt	-9
CC(C#N)(NC(=O)CN1CCN(S(=O)(=O)c2ccccc2Cl)CC1)C1CC1 (stereo not drawn)	0	-1.1	-7	-4	3	-7	-14	9	24	-1
COc1ccc(Cl)cc1NC(=S)N1CCCC1	1	0.4	-17	-2	-3	-3	-6	6	-1	-4
CN1CCN(CCP(=O)(c2ccccc2)c2ccccc2)CC1	3	-0.9	-11	2	-27	-7	18	10	3	-1
O=C(C1CCCO1)N1CCN(C(=S)NC2CC2)CC1 (stereo not drawn)	-1	1.9	-11	1	-7	3	-4	8	-1	-2
COc1cc(C2(c3ccc(O)c(OC)c3)C(=O)N(C)c3ccc(C)cc32)ccc1O	3	1.6	4	1	-23	-5	0	9	0	3
Cc1cccc(C)c1NC(=O)C1NC(=O)CC1c1ccccc1 (stereo not drawn)	1	0.3	-2	-3	-16	-4	7	9	-2	nt
CCn1cc(C2N3CC4(C)CN2CC(C)(C3)C4=O)c2ccccc21 (stereo not drawn)	2	1.8	2	3	15	-10	-3	-9	-11	nt
CC(=O)NC(=S)Nc1ccccc1F	0	-0.9	-11	-6	nt	2	4	4	3	-5
Cc1ccc(C)c(S(=O)(=O)Nc2ccc(C(N)=O)cc2)c1	-1	0.1	-5	-3	-8	2	-6	-19	-1	-2
Cc1nnc(NC(=O)CCSc2ccc(Cl)cc2)s1	-1	0.1	-10	3	16	2	64	-5	-2	-3
